Dengue-2 NS5 capping: flavivirus cap methylation enzyme inhibition – biochemical, confirmation dose response, primary screen (AID 588689); one-dose inhibition, % at 25 µM; IC50 in µM for titrated hits; Dengue-2 NS5 methyltransferase capping enzyme assay, biochemical; higher % means a stronger effect; hit rate 0.3% among 340,000; in the data active = a potency from the dose series; inconclusive = inhibition above about 29% without an active follow-up result
AID2073: inhibitors of Mint1-CaV2.2 protein interaction, biochemical, HTRF (AID 2073); HTRF protein-protein interaction, Mint1-CaV2.2; higher % means a stronger effect; inhibition, % at 20 µM; hits with a dose series show IC50 in µM; hit rate 0.19% among 290,000; in the data active = inhibition mostly above about 51%, no sharp cut-off; inconclusive = no clear call, values can overlap the other calls; inactive = mostly below about 53%; also: some results filed as inactive read as strong as hits
WT yeast gro inh: growth inhibition of WT yeast, mitochondrial fusion screen. AID 1362. inhibition, % at 10 µM. hit rate 2.1% among 190,000. mitochondrial fusion phenotypic screen, WT strain; in the data active = inhibition above about 58%; tested in S. cerevisiae
Autophagy HCS: alters autophagy in cells | hit rate 0.98% among 190,000 | MEF GFP-LC3 puncta imaging; test concentration mostly 10 µM | calls only at 10 µM (by protocol) | AID 463193;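 active = percentage of spot-positive cells more than 3 SD above its plate mean, without a fluorescence outlier flag or 80% toxicity; inconclusive = no clear call, values can overlap the other calls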;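 also: spot-positive cell cutoff set from DMSO-treated cells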
RSV antiviral HEp-2: inhibition of RSV-induced cytopathic effect – HEp-2 cells, primary 10 µM value included (AID 2391) | HEp-2 cells, RSV-induced CPE inhibition; higher % means a stronger effect | CPE inhibition, % at 10 µM, or IC50 in µM where a hit was titrated | hit rate 0.13% among 310,000; in the data active = a potency from the dose series; inconclusive = CPE inhibition mostly from about 23% at the one dose, without a potency; inactive = the rest, 99 in 100 with CPE inhibition below about 21%; also: strong numbers were not always called active
GPR35 arrestin U2OS: GPR35 antagonists blocking zaprinast-driven arrestin recruitment, primary screen, imaging, U2OS, beta-arrestin-GFP, zaprinast agonist (AID 2058); U2OS GPR35 beta-arrestin-GFP translocation imaging, zaprinast antagonism; higher % means a stronger effect; inhibition, % at 10 µM, or IC50 in µM where a hit was titrated; hit rate 0.052% among 290,000;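 active = inhibition of at least 50% with at least 30 cells and total cytoplasm GFP at most 10,000,000; inconclusive = under 30 cells or total GFP of 10,000,000 plus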
LYP inhibition: inhibitors of LYP phosphatase, biochemical, fluorescence intensity, uHTS (AID 1779). hit rate 0.054% among 290,000. recombinant LYP phosphatase, fluorescence intensity; higher % means a stronger effect. inhibition, % at 11.5 µM, or IC50 in µM where a hit was titrated; in the data active = inhibition above about 50%;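 also: plate controls were vehicle with enzyme for no effect and no enzyme for full effect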
UTI89 phage lysis: inhibition of K1F phage lysis, E. coli UTI89, bacterial capsule biogenesis inhibitors, alamar blue (AID 488966); hit rate 0.02% among 340,000; E. coli UTI89 K1F phage lysis, alamar blue, 2 h; higher % means a stronger effect; one-dose inhibition, % at 100 µM; IC50 in µM for titrated hits;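 active = phage lysis inhibition, versus mean bacterial control, above a set limit; inconclusive = no clear call, values can overlap the other calls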;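 also: capsule biogenesis inhibitors block K1F phage lysis so surviving cells raise fluorescence; higher fluorescence means more inhibition of phage lysis; actives were called in the ten point dose series up to 300 µM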
NTR1 agonist: agonists of NTR1, primary screen, imaging, U2OS cells, beta-arrestin-GFP, high content (AID 493036); P30989; NTR1-U2OS beta-arrestin-GFP spot imaging, agonist mode; activation, % at 20 µM; hit rate 0.17% among 330,000;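 active = activation at or above 40% of the spot to cytoplasm intensity ratio, with at least 20 cells analyzed; inconclusive = wells under 20 cells, flagged as cytotoxic or low count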;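 also: 0% = DMSO without peptide and 100% = 100 nM NTR1 peptide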
Target sequence (P30989 whole entry, looked up): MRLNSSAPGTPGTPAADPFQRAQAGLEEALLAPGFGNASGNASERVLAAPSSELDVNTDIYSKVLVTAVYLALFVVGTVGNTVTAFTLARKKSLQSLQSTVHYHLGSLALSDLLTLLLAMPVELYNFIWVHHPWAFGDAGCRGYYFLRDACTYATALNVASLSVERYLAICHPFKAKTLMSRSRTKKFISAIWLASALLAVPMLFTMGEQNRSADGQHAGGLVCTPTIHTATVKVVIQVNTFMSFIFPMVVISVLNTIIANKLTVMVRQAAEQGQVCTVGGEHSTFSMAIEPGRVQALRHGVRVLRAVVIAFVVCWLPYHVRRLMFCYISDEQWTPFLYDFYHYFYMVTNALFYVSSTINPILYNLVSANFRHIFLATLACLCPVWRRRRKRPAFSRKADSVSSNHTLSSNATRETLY
WT yeast gro inh mutant strain: second read-out of WT yeast gro inh, no call of its own (marks repeat the call); inhibition, %; mitochondrial fusion phenotypic screen, mutant strain inhibition
Autophagy HCS cell loss 18 h: further read-out of Autophagy HCS, marked with its call; toxicity, %; measured here: cell loss, nuclei count;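 cell loss after 18 h compound exposure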
NTR1 agonist cell count 20 µM: also measured in NTR1 agonist; calls as there; cell count; measured here: cell count, cytotoxicity flag
Dengue-2 NS5 capping pilot replicate: also measured in Dengue-2 NS5 capping; calls as there; inhibition, %; measured here: pilot screen replicate inhibition
* hit, by the source's call; i = inactive; ? = inconclusive; · = not tested or not shown; + = active, no number; [ ] = dose if it differs, or a comment. No enrichment for hits. Share with any hit: about 2.6%.

The opening 4 compounds as a preview:
SMILES	Dengue-2 NS5 capping	AID2073	WT yeast gro inh	WT yeast gro inh mutant strain	Autophagy HCS	Autophagy HCS cell loss 18 h	RSV antiviral HEp-2	GPR35 arrestin U2OS	LYP inhibition	UTI89 phage lysis	NTR1 agonist	NTR1 agonist cell count 20 µM	others
CCCS(=O)(=O)N1CCCC(C(=O)N2CCC(Cc3ccccc3)CC2)C1 (centres undefined)	-10%	-4%	14	5	i	-4	4.2%	-16%	-2%	1.3%	-0.8	47
CC1(C)Cc2c(C#N)c(N)sc(=S)c2CS1	58%	-20%	3	0	i	16	7.5%	23%	-10%	-0.2%	2.8	57
CCOc1ccc(C(O)c2nccn2C)cc1 (centres undefined)	3%	-9%	-5	9	i	-2	3.1%	-2%	-12%	0.4%	1.7	88
C/C(=N/OC(=O)C1CC12CCC2)c1ccc(Br)cc1 (centres undefined)	-16%	-4%	30	6	i	-2	3.0%	6%	-5%	0.0%	1.0	74

The whole of this part, previewed entries included:
SMILES	Dengue-2 NS5 capping	AID2073	WT yeast gro inh	WT yeast gro inh mutant strain	Autophagy HCS	Autophagy HCS cell loss 18 h	RSV antiviral HEp-2	GPR35 arrestin U2OS	LYP inhibition	UTI89 phage lysis	NTR1 agonist	NTR1 agonist cell count 20 µM	others
CCCS(=O)(=O)N1CCCC(C(=O)N2CCC(Cc3ccccc3)CC2)C1 (centres undefined)	-10%	-4%	14	5	i	-4	4.2%	-16%	-2%	1.3%	-0.8	47
CC1(C)Cc2c(C#N)c(N)sc(=S)c2CS1	58%	-20%	3	0	i	16	7.5%	23%	-10%	-0.2%	2.8	57
CCOc1ccc(C(O)c2nccn2C)cc1 (centres undefined)	3%	-9%	-5	9	i	-2	3.1%	-2%	-12%	0.4%	1.7	88
C/C(=N/OC(=O)C1CC12CCC2)c1ccc(Br)cc1 (centres undefined)	-16%	-4%	30	6	i	-2	3.0%	6%	-5%	0.0%	1.0	74
O=C(CSCc1c(Cl)cccc1Cl)NCc1ccccn1	1%	-5%	-7	-9	i	-2	-0.5%	0%	-2%	-0.4%	2.5	62
C[C@H](NC(=O)CCCn1nnc2ccccc2c1=O)C(=O)O	-6%	2%	·	·	·	·	2.3%	-10%	-7%	0.1%	1.9	67
O=C(CN1CCN(c2ncc(C(F)(F)F)cc2Cl)CC1)N1CCN(c2ncc(C(F)(F)F)cc2Cl)CC1	-7%	-2%	73*	64*	i	5	7.0%	2%	6%	10%	0.1	77
O=C(CN1CCN(S(=O)(=O)c2ccc(F)c(Cl)c2)CC1)N1CCOCC1	4%	·	·	·	·	·	-0.7%	·	·	0.5%[50 µM]	-2.2	51
CCCCn1c(N)c(N(CC)C(=O)CCc2ccccc2)c(=O)[nH]c1=O	0%	0%	-2	-16	i	-10	2.0%	4%	-4%	1.5%	-1.6	63
O=C(CSc1nnnn1-c1ccccc1)Nc1nsc(-c2ccccc2)n1	-1%	10%	10	7	i	-11	0.9%	0%	2%	2.1%	5.2	83
COc1cc(CNCC(C)C)c(Br)cc1OCC(=O)NCc1ccccc1	8%	0%	-9	-9	i	-5	-2.0%	3%	-6%	0.2%	-1.1	75	Dengue-2 NS5 capping pilot replicate=2.7
CCc1ccc(NC(=O)CSc2nnc(-c3cccs3)n2CC)cc1	1%	-1%	5	-15	i	-9	11%	7%	-4%	-0.3%	1.3	48
CCn1c(Oc2ccccc2F)nc2c1c(=O)n(C)c(=O)n2C	-10%	4%	·	·	·	·	2.9%	10%	-3%	0.2%	0.5	68
O=c1cc(CSc2ccc(Cl)cc2)nc(-c2ccccn2)[nH]1	-3%	2%	·	·	·	·	-1.6%	-2%	-2%	0.3%	14	83
CC(=O)OCCC(NS(=O)(=O)OCC(Cl)(Cl)Cl)c1ccccc1 (centres undefined)	-2%	2%	·	·	·	·	-0.1%	7%	-11%	1.0%	-3.1	41
Cc1c(Nc2ccc(C=O)cc2)c(=O)n(-c2ccccc2)n1C	·	22%	0	-10	i	20	1.5%	-2%	0%	0.1%	0.7	79
O=C(NCCc1ccccc1Cl)c1ccc2nc3ccccc3c(=O)n2c1	-13%	22%	·	·	·	·	2.1%	-12%	-2%	0.4%	2.3	77
COc1cccc(CN2CCC(C(=O)N3CCN(Cc4ccc5c(c4)OCO5)CC3)CC2)c1	-5%	3%	·	·	·	·	-1.1%	4%	-8%	-0.3%[50 µM]	-0.6	43
C=CCN1CCN(C(=O)c2cc3c(s2)CCCC3)CC1	6%	2%	·	·	·	·	0.9%	11%	-9%	0.2%	2.1	54
COc1ccccc1N1CCN(CCCNc2c(C)c(=O)n(C)c(=O)n2C)CC1	4%	·	·	·	·	·	-0.3%	·	·	6.6%	0.9	59
Cc1nnc(NC(=O)CSc2ccccc2N)s1	-2%	-2%	·	·	·	·	-2.7%	0%	-8%	-0.9%	-1.1	51
O=C(OCCN1C(=O)c2cccc3c(N4CCOCC4)ccc(c23)C1=O)c1ccc(Cl)cc1Cl	?	?	2	-3	+	34*	2.9%	14%	1%	2.9%	·	·
O=C(CC1CCCC1)NCCS(=O)(=O)N1CCN(c2ccccc2F)CC1	-6%	·	·	·	·	·	0.5%	·	·	0.9%[50 µM]	-0.8	65
C=CCn1c(SCCNC(C)=O)nc2cc(-c3ccccc3)sc2c1=O	-7%	3%	·	·	·	·	4.7%	-15%	-8%	0.6%	-1.0	50

Next section, overlapping the part above by 2 compounds.
SMILES	Dengue-2 NS5 capping	AID2073	WT yeast gro inh	WT yeast gro inh mutant strain	Autophagy HCS	Autophagy HCS cell loss 18 h	RSV antiviral HEp-2	GPR35 arrestin U2OS	LYP inhibition	UTI89 phage lysis	NTR1 agonist	NTR1 agonist cell count 20 µM	others
O=C(CC1CCCC1)NCCS(=O)(=O)N1CCN(c2ccccc2F)CC1	-6%	·	·	·	·	·	0.5%	·	·	0.9%[50 µM]	-0.8	65
C=CCn1c(SCCNC(C)=O)nc2cc(-c3ccccc3)sc2c1=O	-7%	3%	·	·	·	·	4.7%	-15%	-8%	0.6%	-1.0	50
O=S(=O)(Nc1ccc(-c2nc3ccccc3o2)cc1)c1ccccc1	3%	48%	49	29	i	7	11%	7%	2%	-0.4%	0.4	70
COc1ccc(F)cc1S(=O)(=O)N1CCCC(C)C1 (centres undefined)	-4%	-3%	-2	-9	i	3	-0.1%	-10%	-7%	4.7%	-0.6	63
CC1=C(C(=O)OC(C)C)C(C2CC=CCC2)NC(=O)N1 (centres undefined)	-1%	14%	-12	-23	i	2	0.9%	3%	-1%	0.0%	-0.7	44
CCC(=O)c1ccc(OCC(=O)Nc2nn3cnnc3s2)cc1	-7%	-5%	-3	-5	i	20	2.1%	-2%	-4%	-2.5%	-0.5	94
CN(C)/C=C/C(=O)c1nn(-c2ccc(F)cc2)ccc1=O	-5%	0%	·	·	·	·	0.3%	-11%	-4%	0.0%	0.2	64
CCCCNC(=O)C1CC(c2c(Cl)cccc2Cl)=NO1 (centres undefined)	-6%	6%	25	29	i	-1	14%	18%	0%	0.6%	4.0	55
O=C(CN(C(=O)CCC(=O)Nc1ccccn1)c1cccc(F)c1)NCc1ccco1	2%	7%	·	·	·	·	0.9%	4%	-9%	0.2%	-0.7	58
Cc1nn(Cc2c(Cl)cccc2Cl)c(C)c1N	1%	14%	-8	-10	i	-2	0.5%	2%	-3%	0.4%	-0.3	91
CC(OC(=O)c1cccc(S(=O)(=O)N2CCCC2)c1)C(=O)c1ccccc1 (centres undefined)	-7%	-4%	·	·	·	·	1.0%	-1%	-5%	0.4%	0.5	52
CCOCCCNC(=O)C1(O)c2ccccc2NC(=O)N1c1ccc(Cl)cc1 (centres undefined)	-1%	6%	·	·	·	·	8.8%	0%	-12%	0.2%	-2.6	98
Cc1ccc(CSc2nc3sc(C)c(C)c3c(=O)n2Cc2ccco2)cc1	-9%	-2%	23	9	i	-1	?	2%	4%	0.3%	0.2	100	Dengue-2 NS5 capping pilot replicate=-2.7
COc1ccccc1NS(=O)(=O)c1ccc(Cl)c(NC(=O)c2sc3cc(Cl)ccc3c2Cl)c1	2%	34%	14	12	i	8	1.8%	7%	-8%	0.4%	-1.0	67
COc1cc2c(cc1OC)C(c1ccc([N+](=O)[O-])cc1)N(C(C)=O)CC2 (centres undefined)	-1%	4%	·	·	·	·	3.0%	4%	-4%	0.7%	-0.1	57
CCOC(=O)N1CCN(CC(O)COc2ccc(OC)cc2C(C)(C)C)CC1 (centres undefined)	-5%	-3%	6	19	i	7	0.6%	5%	0%	7.1%	0.5	45
O=C(Nc1cccc(C(=O)O)c1)/C(=C\c1ccco1)NC(=O)c1ccccc1	-8%	-12%	·	·	·	·	0.3%	5%	-7%	-0.1%	1.1	55
Cc1cccc(C(=O)N(c2ccccn2)C(C)c2ccco2)c1 (centres undefined)	2%	5%	2	-14	i	1	-0.5%	-5%	-9%	0.4%	-0.7	58
NC(=O)C1CCN(C(=O)CN(c2cccc(C(F)(F)F)c2)S(=O)(=O)c2ccccc2)CC1	-1%	-6%	6	0	i	-15	-0.9%	7%	-6%	0.2%	0.5	35
COc1ccc(N2CCN(C(=O)c3sc4ncn(CC(=O)N5CCCCC5)c(=O)c4c3C)CC2)cc1	-7%	5%	·	·	·	·	5.2%	18%	-6%	0.1%	-1.2	52
CC(=O)c1cccc(NC(=O)NCCc2ccc(Cl)cc2)c1	6%	-4%	·	·	·	·	7.0%	-12%	-9%	0.8%[50 µM]	3.4	50
CC(=O)Nc1cc(C)c(S(C)(=O)=O)c(C)c1	-8%	6%	10	-13	i	11	3.0%	5%	1%	1.2%[50 µM]	2.6	56

Compounds above that have an NH in an aromatic ring (2):
SMILES	Dengue-2 NS5 capping	AID2073	WT yeast gro inh	WT yeast gro inh mutant strain	Autophagy HCS	Autophagy HCS cell loss 18 h	RSV antiviral HEp-2	GPR35 arrestin U2OS	LYP inhibition	UTI89 phage lysis	NTR1 agonist	NTR1 agonist cell count 20 µM	others
CCCCn1c(N)c(N(CC)C(=O)CCc2ccccc2)c(=O)[nH]c1=O	0%	0%	-2	-16	i	-10	2.0%	4%	-4%	1.5%	-1.6	63
O=c1cc(CSc2ccc(Cl)cc2)nc(-c2ccccn2)[nH]1	-3%	2%	·	·	·	·	-1.6%	-2%	-2%	0.3%	14	83

Screens: PubChem BioAssay, several laboratories
